# ARFGAP1 inhibitor – inhibitors of rat ARFGAP1 | Q62848 | Arfgap1-stimulated ARF1 GTP hydrolysis, GDP FP detection | inhibition, % at 16.5 µM | 0.26% of 360,000 active | AID 651572;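 active means inhibition above a per-plate limit, mean inhibition of low control wells plus 3 SD, cut at about 25% in these data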;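 further: 0% = DMSO wells with enzyme and 100% = wells lacking Arfgap1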
# Target sequence (Q62848 1-136 limits assumed): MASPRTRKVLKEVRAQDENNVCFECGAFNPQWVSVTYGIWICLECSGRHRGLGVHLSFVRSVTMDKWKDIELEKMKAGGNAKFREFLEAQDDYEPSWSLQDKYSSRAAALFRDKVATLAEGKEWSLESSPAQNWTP
#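 Material: truncated rat Arfgap1 GAP domain; Incubation: compound-enzyme preincubation 20 min, reaction 120 min, detection 60 min, 25 °C; Read-out: percent inhibition of Arfgap1-stimulated GTP hydrolysis; Technique: FP, GDP Alexa 633 tracer displaced from anti-GDP antibody, 620/688 nm; Controls: No-Arfgap1 wells (100%) versus DMSO full-reaction wells (0%); Replication: single well per compound.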
# UHRF1 MBD2 ctr – blocks human UHRF1 binding to methylated DNA. Q96T88. UHRF1 binding to methylated oligo, TR-FRET. inhibition, % at 4.4 µM. 0.75% of 370,000 active; in the data active means inhibition above about 21%;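 further: UHRF1 SRA domain binding a hemimethylated CpG hairpin DNA probe; 0% = median of test compound wells and 100% = reference inhibitor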
# Rev-erbA mod – modulates human Rev-erb alpha binding to DNA | P20393 | Rev-erbα–FITC-DNA binding, fluorescence polarization, 90 min | activity, % at 10 µM | 0.79% of 370,000 active | AID 1259318;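 active means activity above about 14%, limit read from the data; passing the limit was not always enough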;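 further: 0% = DMSO wells with 35 nM protein and 100% = DMSO wells with 750 nM protein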
# DDE Tn6 FP inh – DD(E)-Tn6 binding inhibition, primary FP screen | P02675 | Fibrin DD(E) TRITC-Tn6 fluorescence polarization displacement | inhibition, % at 8.3 µM | 0.21% of 370,000 active;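 active means inhibition above a per-campaign cutoff: mean of compounds within control limits plus 3 SD, cut at about 15% in these data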;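 further: 0% = median of all compound wells on the plate and 100% = blocking peptide control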
# Target sequence (P02675 whole entry, looked up): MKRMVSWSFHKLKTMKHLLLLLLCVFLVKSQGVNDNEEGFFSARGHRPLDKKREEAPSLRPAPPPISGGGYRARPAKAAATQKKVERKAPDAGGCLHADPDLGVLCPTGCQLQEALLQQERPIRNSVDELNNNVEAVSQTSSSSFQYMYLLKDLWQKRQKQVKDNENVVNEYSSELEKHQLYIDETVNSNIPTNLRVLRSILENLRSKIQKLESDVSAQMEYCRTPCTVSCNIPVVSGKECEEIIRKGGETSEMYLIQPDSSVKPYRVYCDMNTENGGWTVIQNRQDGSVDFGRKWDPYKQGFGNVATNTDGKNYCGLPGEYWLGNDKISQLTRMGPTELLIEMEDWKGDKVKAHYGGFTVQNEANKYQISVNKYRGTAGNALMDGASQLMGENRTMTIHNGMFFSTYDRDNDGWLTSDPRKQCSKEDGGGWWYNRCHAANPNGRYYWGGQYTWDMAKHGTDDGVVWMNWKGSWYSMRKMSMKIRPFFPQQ
# HGIII-sPLA2 inh – Inhibits HGIII-sPLA2 liposome hydrolysis, primary screen. Q9NZ20. inhibition, % at 12.2 µM. 0.56% of 370,000 active. QFRET BODIPY PC-A2 liposome hydrolysis, fluorescence;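 active means inhibition above mean plus 3 SD of compounds lying within the high and low control bounds, cut at about 19% in these data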;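 further: 0% = median of test compound wells and 100% = no enzyme DMSO wells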
# ASAP1 inh – inhibitors of human ASAP1 ArfGAP activity; Q9ULH1; ASAP1-stimulated ARF1 GTP hydrolysis, GDP FP detection; inhibition, % at 16.5 µM; 0.19% of 360,000 active; in the data active means inhibition above about 25%;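 further: 0% = vehicle with enzyme and substrate and 100% = no enzyme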
# proKLK7 act – activators of human kallikrein-7 zymogen. activation, % at 7 µM. purified proKLK7, EDANS-DABCYL substrate fluorescence; 100% is mature enzyme control, 0% vehicle. 0.9% of 370,000 active. P49862;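 active means activation above the mean of all tested compounds plus 3 SD, computed per campaign excluding outliers beyond control limits, cut at about 13% in these data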
# Target sequence (P49862 whole entry, looked up): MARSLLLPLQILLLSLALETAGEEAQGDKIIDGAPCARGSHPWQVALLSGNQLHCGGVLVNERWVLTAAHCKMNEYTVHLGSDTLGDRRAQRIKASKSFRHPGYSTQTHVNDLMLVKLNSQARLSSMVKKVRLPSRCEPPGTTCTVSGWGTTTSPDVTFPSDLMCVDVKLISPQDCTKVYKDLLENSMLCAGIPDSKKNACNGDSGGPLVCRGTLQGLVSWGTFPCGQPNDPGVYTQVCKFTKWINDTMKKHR
# PLC-gamma1 inh – PLC-gamma1 (human) inhibition, primary screen; P19174; purified PLC-gamma1, fluorogenic substrate, fluorescence; inhibition, % at 12.2 µM; 0.84% of 370,000 active; AID 720700; in the data active means inhibition above about 9.5%
# Tn7 DDE FP – inhibitors of Tn7 peptide binding to human fibrin DD(E); 0.13% of 370,000 active; FP displacement of FITC-Tn7 peptide from fibrin DD(E); 0% = median of compound wells per plate; inhibition, % at 8.3 µM;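 active means inhibition above the mean of compounds falling within the control limits plus 3 SD of them, cut at about 14% in these data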;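 further: 0% = plate median of compound wells and 100% = 10 µM Aha-Tn7 peptide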
#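 Also added: labelled Tn7 tracer, 0.1 µM; Assay system: human fibrin DD(E) protein; Amount: 2 µM fibrin DD(E); Schedule: 10 min compound pre-incubation, 3 h probe incubation at room temperature; Repeats: one replicate per compound; Read-out basis: percent inhibition; Measured by: fluorescence polarization of the labelled Tn7 tracer.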
# PLC-beta3 inh – PLC-beta3 (human) inhibition, primary screen; Q01970; Purified PLC-beta3, fluorogenic substrate, fluorescence; 0.18% of 370,000 active; inhibition, % at 12.2 µM; in the data active means inhibition above about 11%;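 further: 0% = median of compound wells on plate and 100% = full blocker control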
# Active calls of the source: *; i = inactive.
SMILES,ARFGAP1 inhibitor,UHRF1 MBD2 ctr,Rev-erbA mod,DDE Tn6 FP inh,HGIII-sPLA2 inh,ASAP1 inh,proKLK7 act,PLC-gamma1 inh,Tn7 DDE FP,PLC-beta3 inh
CCOC(=O)NC(=O)/C(C#N)=N\Nc1cccc(OC)c1,6,1,-1,2,5,9,0.3,-1,-2,-1
Cc1c(C(=O)Nc2c3c(nn2C(C)(C)C)CS(=O)(=O)C3)cccc1[N+](=O)[O-],-4,1,-2,-3,-1,-2,0.3,1,-1,-1
O=C(C(=O)N1CCN(c2ccc(F)cc2)CC1)c1cn(CC(=O)N2CCOCC2)c2ccccc12,4,0,0,1,-9,-11,-0.4,0,7,-5
CC1CCN(c2nc3c(N)ncnc3n2[C@@H]2O[C@H](CO)[C@@H](O)[C@H]2O)CC1,-17,-2,4,-11,-2,2,-0.2,4,-2,-3
CCOc1ncccc1C(=O)Nc1ccc(-c2cn3ccsc3n2)cc1,5,-3,8,-7,-3,-1,-11,-11,0,-17
COc1ccc(NC(=O)C(c2ccc(C(F)(F)F)cc2)n2c(=O)c(-c3cc4ccccc4[nH]3)nc3ccccc32)cc1 (stereo unspecified),5,-2,-2,-4,-17,4,-38,i,0,i
COC(=O)c1cc(COC(=O)COc2ccc(C)c(C)c2)oc1C,-2,0,0,3,-1,-4,0.4,-1,-1,-10
O=C(CSc1nc2ccc(Cl)cc2[nH]1)Nc1ccc2[nH]c(=O)[nH]c2c1,5,0,-4,-4,0,3,-0.1,0,8,-7
O=C(O)c1cccc(NC(=O)c2cccc(NC(=O)C3CCCO3)c2)c1 (stereo unspecified),-7,-2,8,-3,-5,3,-0.1,1,-4,0
O=C(NC1c2ccccc2-c2ccccc21)N1CCOCC1,10,0,-3,-5,6,5,0.2,-3,8,-1
Cc1ccc(S(=O)(=O)N(C)C)cc1NC(=O)COC(=O)C1CCCC1,0,1,3,4,9,-4,-0.1,5,-2,-6
O=C(NCCCn1ccnc1)/C(=C/c1ccco1)NC(=O)c1ccco1,9,-3,2,-7,-8,5,-0.2,-2,-3,-5
O=C(Cn1ccc(=O)[nH]c1=O)Nc1nccs1,18,0,2,-1,12,-8,-0.9,5,5,-3
CCOC1=C2[C@H](c3ccccc3)N(S(=O)(=O)c3ccc(C)cc3)C[C@H]2n2c(=O)n(-c3ccccc3)c(=O)n2C1,-1,-1,-4,-1,-3,-9,0.2,0,-8,-1
CCN(CC)CCCNc1ccc(-c2nnc(-c3ccc(OCC(C)C)cc3)o2)cn1,22,-2,-3,0,-13,4,-8.2,-329,3,i
CCCCn1nnnc1C1(C)CCC(=O)N1CCc1c[nH]c2ccccc12 (stereo unspecified),-4,0,8,1,-34,-11,0.2,4,-6,4
CCCc1cc(=O)[nH]c(SCC(=O)Nc2nonc2N)n1,5,1,-7,-2,6,-4,0.6,4,-6,7
O=C(Cn1c(-c2cscn2)nc2ccccc21)Nc1ccccc1F,-11,2,0,-11,5,13,-0.2,-2,-2,-1
Cc1ccc(NS(=O)(=O)c2cccc(C(=O)NNC(=O)c3ccco3)c2)c(C)c1,8,-1,-5,-2,-23,-10,0.0,1,-1,-1
Cc1ccc([N+](=O)[O-])cc1CN1CCN(c2ncc(Cc3ccccc3)cn2)CC1,-7,4,-2,-3,-5,-5,0.5,3,-1,14*
CN(Cc1ccccc1F)c1nc(-c2cccnc2)nc2ccccc12,-13,3,1,-6,-8,-13,0.5,-18,5,-35
CC(=O)CN1C(=O)NC(c2ccccc2)(c2ccccc2)C1=O,13,2,-2,0,-5,2,-0.8,-89,-2,0
CC(=O)OC1COC(OC(C)=O)CO1 (stereo unspecified),1,3,1,2,-2,-17,-0.6,4,-6,3
COCCNC(=O)c1c(N)n(/N=C/c2cccs2)c2nc3ccccc3nc12,-4,-1,-18,4,1,-3,-7.3,-61,-2,-75
Cc1cccc(C)c1NC(=O)C(C1CC1)n1c(=O)c(-c2cc3ccccc3[nH]2)nc2ccccc21 (stereo unspecified),14,1,-5,-5,-6,1,-152,i,-2,i
COCC(=O)OCC(=O)Nc1ccc(Cl)cc1[N+](=O)[O-],-9,-4,1,4,-3,0,-0.3,1,-3,-4
CC(=O)NC1(C(F)(F)F)C(=O)Nc2c1c(=O)[nH]c(=O)n2CC(C)C (stereo unspecified),-2,11,1,0,2,12,0.3,4,1,-4
CCOC(=O)C1(CCOc2ccccc2)CCN(Cc2cccc(OC)c2OC)CC1,11,-3,5,0,-4,4,0.6,4,-2,-3
COc1cc2[nH]c(=O)n(C3CCCCC3)c(=O)c2cc1OC,13,0,-5,2,3,-15,-0.8,13*,1,14*
CCOc1ccc(CCNC(=O)c2ccc(Cl)c(S(=O)(=O)N3CCOCC3)c2)cc1OCC,-4,-1,-6,2,6,-7,-0.1,2,4,-128
CC(Nc1ccc(Br)cc1)C(=O)N/N=C/c1ccccc1OCc1ccccc1 (stereo unspecified),-4,-2,0,3,-3,14,0.0,-2,-2,2
Cc1cc(C)cc(N(CC(=O)NC2CCCCC2)C(=O)c2ccc(C)s2)c1,-1,3,-2,1,2,-3,0.1,2,0,-24
COCCn1c(=NC(=O)CSCC(=O)N2CCOCC2)sc2cc(C)ccc21,-14,0,-1,-6,1,9,0.1,0,-3,-6
CS(=O)(=O)N1CCC(C(=O)Nc2cccc(Br)c2)CC1,-11,-3,-5,2,-2,-10,0.2,1,6,-4
CC(=O)c1ccc(C(=O)N(C)C2CCCN(Cc3ccccc3F)C2)s1 (stereo unspecified),-8,-2,-1,-1,-1,-6,0.4,-1,4,-4
CC(C(=O)Nc1cc(C(F)(F)F)ccc1N1CCOCC1)N1C(=O)C2CC=CCC2C1=O (stereo unspecified),-9,0,0,1,6,3,0.2,-5,5,-8
CC(C)c1ccc(OCC(=O)NN2C(=O)c3ccccc3C2=O)c(Br)c1,2,2,-3,-1,2,-5,-0.2,-3,-1,-6
CCN(CC)CCN(C(=O)c1ccc2c(c1)CCCC2)c1nc2ccc(OC)cc2s1,-9,-4,-2,-5,-2,0,-0.5,-4,5,-14
O=C(OCC(=O)N1CCN(c2ccccc2)CC1)c1cc(Br)ccc1Cl,-1,-1,4,-6,5,-1,0.0,5,1,-9
N#CC(=C(c1ccccc1)c1ccccc1)c1ccccc1,-1,1,7,9,12,-4,0.0,2,9,-1
O=C(CCC(=O)c1ccccc1)Nc1cccnc1,3,0,-1,0,3,3,-0.3,4,-6,6
CCN(CC)C(=O)COc1cccc2ccccc12,5,-1,-5,0,-1,11,0.5,5,-5,-3
COC(=O)[C@@]12C[C@@H](CC(=O)N3CCN(C(=O)c4ccco4)CC3)C(=O)N(Cc3ccccc3)C1=CCC(C)(C)C2,6,0,-5,-1,2,7,-0.1,-2,-3,4
CCOC(=O)c1ccc(NC(=O)CSc2nc3sc(C(=O)O)c(C)c3c(=O)[nH]2)cc1,-6,1,5,10,3,-4,0.7,1,3,4
CCOC(=O)[C@]12CCC=C1N(Cc1ccco1)C(=O)[C@H](CC(=O)N1CCOCC1)C2,2,2,-1,-7,7,-7,-0.4,2,3,-9
Cn1cnnc1SCC(=O)c1ccc2c(c1)OCCO2,7,7,2,-1,6,-7,-0.1,0,-5,1
CC(=O)N/N=C/c1cc2c(cc1[N+](=O)[O-])OCO2,-6,-3,-2,7,7,-5,-0.1,-2,5,-4
CC(NC(=O)CSc1n[nH]c(=O)[nH]c1=O)C1CC2CCC1C2 (stereo unspecified),10,-2,-3,2,5,-3,0.6,-1,6,-6
CN(c1ccccc1)S(=O)(=O)c1cccc(NC(=O)C2=NN(c3ccccc3)C(=O)CC2)c1,2,0,-6,-4,-11,8,53*,-5,3,-18
O=C(c1ccccc1)N1CCN(C(=O)c2ccncc2)CC1,-15,2,3,1,3,-2,0.3,4,-2,6

# Going on with the list.
SMILES,ARFGAP1 inhibitor,UHRF1 MBD2 ctr,Rev-erbA mod,DDE Tn6 FP inh,HGIII-sPLA2 inh,ASAP1 inh,proKLK7 act,PLC-gamma1 inh,Tn7 DDE FP,PLC-beta3 inh
Cc1ccc2nc(Nc3ccc(Cl)cc3)c3nncn3c2c1,18,4,10,0,6,14,-17,-62,-5,-91
Cc1cc(C)n(CCCNC(=O)C2CC(=O)N(Cc3ccccc3)C2)n1 (stereo unspecified),11,1,3,3,6,-3,-0.1,1,-1,3
COc1c(C)cc(C(O)c2ncc(-c3ccc(Cl)cc3)[nH]2)cc1C (stereo unspecified),17,2,7,-5,-13,8,0.8,6,1,-1
c1ccc(CNCCN2CCNCC2)nc1,7,-2,-3,0,-5,8,0.1,-3,6,-8
COC(=O)/C(=C/c1ccccc1)NC(=O)c1ccco1,-3,3,-5,-2,12,-11,-0.2,1,1,-19
O=C(O)c1cc2cc(OCc3ccccc3)ccc2[nH]1,-16,5,-4,4,-19,-6,0.3,-21,2,-35
COc1ccc2c(c1)C1=NN(/C(C)=C/C(C)=O)C(c3cccc(F)c3)C1CC2 (stereo unspecified),8,1,-5,-7,-6,-12,0.7,-34,3,-38
COc1cc(OC)cc(C(=O)N[C@H](C(=O)N2CCc3ccccc32)C(C)C)c1,-1,1,-1,-2,-3,2,0.1,0,-9,2
COc1ccc(-c2nn(-c3ccccc3)cc2CNC[C@H]2O[C@@H](n3cnc(C(N)=O)n3)[C@H](O)[C@@H]2O)cc1,4,0,0,-10,1,9,-0.7,2,-9,4
O=C(c1ccccc1)c1cccc2ccccc12,2,2,8,3,-4,-13,0.4,-4,-1,-7

# The final three entries of the section before are carried over, then new ones follow.
SMILES,ARFGAP1 inhibitor,UHRF1 MBD2 ctr,Rev-erbA mod,DDE Tn6 FP inh,HGIII-sPLA2 inh,ASAP1 inh,proKLK7 act,PLC-gamma1 inh,Tn7 DDE FP,PLC-beta3 inh
COc1cc(OC)cc(C(=O)N[C@H](C(=O)N2CCc3ccccc32)C(C)C)c1,-1,1,-1,-2,-3,2,0.1,0,-9,2
COc1ccc(-c2nn(-c3ccccc3)cc2CNC[C@H]2O[C@@H](n3cnc(C(N)=O)n3)[C@H](O)[C@@H]2O)cc1,4,0,0,-10,1,9,-0.7,2,-9,4
O=C(c1ccccc1)c1cccc2ccccc12,2,2,8,3,-4,-13,0.4,-4,-1,-7
Cc1c(Nc2cc(=O)oc3ccccc23)c(=O)n(-c2ccccc2)n1C,0,2,-8,2,5,1,-0.4,5,5,5
O=c1oc(CCCO)cc2ccccc12,-13,1,0,-3,5,-3,0.2,-2,2,-4
CCc1ccc(OCC(=O)NNC(=O)CSc2nnc(-c3ccc(C)cc3)n2C)cc1,3,1,0,-9,1,-1,-0.1,1,0,-1
Cc1c(C(=O)N(C)CCn2ccnc2C)oc2c(F)cccc12,-6,-1,1,5,-4,5,1.1,0,0,-5
Cc1ccccc1NC(=O)Cc1nc(COC(=O)c2ccc([N+](=O)[O-])cc2)cs1,2,-2,-3,-1,1,1,0.0,-1,4,-8
CC(C)N1CCN(Cc2cc3ccccc3[nH]2)CC1CCO (stereo unspecified),-1,-1,7,3,3,3,0.2,-7,0,-15

# From PubChem

# The order is random (roughly 4.5% active in at least one column).
